High-throughput results from PubChem.
PRMT1 FP inh: PRMT1 methyltransferase inhibitors, primary screen, biochemical, fluorescence polarization. 370,000 tested, 1.3% active. inhibition, % at 2.79 µM. AID 652257, 2013. Protein arginine N-methyltransferase 1 (Homo sapiens), Q99873. recombinant PRMT1, activity-based probe fluorescence polarization;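 active means inhibition above about 21% made by adding two undisclosed values, limit read from the data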
Target sequence (Q99873 whole entry, looked up): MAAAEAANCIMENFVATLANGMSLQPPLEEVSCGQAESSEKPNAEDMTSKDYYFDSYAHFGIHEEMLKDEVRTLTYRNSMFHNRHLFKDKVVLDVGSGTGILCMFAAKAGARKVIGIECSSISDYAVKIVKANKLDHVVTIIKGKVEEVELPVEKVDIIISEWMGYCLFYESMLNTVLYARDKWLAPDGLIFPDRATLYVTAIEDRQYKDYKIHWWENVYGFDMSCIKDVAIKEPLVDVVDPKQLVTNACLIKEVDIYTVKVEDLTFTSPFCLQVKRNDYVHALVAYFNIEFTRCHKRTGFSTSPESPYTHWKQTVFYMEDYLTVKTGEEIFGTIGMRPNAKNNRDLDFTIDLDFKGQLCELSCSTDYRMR
GC-A act: GC-A stimulated cGMP production enhancers – HEK293 GC-A cells, cGMP TR-FRET, EC30 ANP, primary screen | activation, % at 10 µM | 370,000 tested, 0.14% active | 0% at EC30 ANP, 100% saturating ANP; in the data active means activation above about 40%
HTRA1 inhibitor: HTRA1 serine protease inhibitors, primary screen, biochemical, fluorescence polarization, HTS; recombinant HTRA1, FP-rhodamine activity-based probe; inhibition, % at 5.96 µM; 340,000 tested, 0.5% active; Q92743; AID 504803, 2011; in the data active means inhibition above about 36%;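 further: 0% = enzyme with DMSO and 100% = wells lacking enzyme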
mABHD4 FP: ABHD4 inhibitors, primary screen, biochemical, fluorescence polarization, mouse; (Lyso)-N-acylphosphatidylethanolamine lipase (Mus musculus), Q8VD66; purified mABHD4, FP-Rh probe fluorescence polarization; inhibition, % at 8.92 µM; 370,000 tested, 0.54% active;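 active means inhibition exceeding the mean over every tested compound plus 3 SD, cut at about 30% in these data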;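 further: 0% = plate median of compound wells and 100% = S159A mutant with DMSO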
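Assay system: mouse ABHD4 enzyme, wild type / Also added: fluorescent activity-based probe FP-Rh / Doses: single nominal dose of 8.92 µM, 0.89% DMSO final / Timing: 45 min compound pre-incubation plus 60 min probe step, 25 °C / Signal: FP readout, ex 525 nm / em 598 nm / Control set: S159A mutant/DMSO as 100%, compound-well median as 0%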
GC-B act: human GC-B receptor activators, primary screen, HEK293 GC-B cells, cGMP TR-FRET, EC30 CNP | 370,000 tested, 0.11% active | activation, % at 10 µM | AID 1920062, 2024 | 0% at EC30 CNP, 100% saturating CNP;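 active means activation at 10 µM reaching about 35% in either raw or pattern-adjusted values, limit read from the data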
TCR CD3 inh: inhibitors of human TCR-CD3 interaction, primary screen, biochemical, fluorescence, TAMRA-labeled TCR probe; T-cell receptor (TCR); inhibition, % at 9.4 µM; 360,000 tested, 0.37% active; AID 651800, 2012; in the data active means inhibition above about 19%;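 further: recombinant mutant TCR 2C K166C tagged with TAMRA read by polarization; 0% = receptor in buffer alone and 100% = receptor with positive control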
UHRF1 MBD2 ctr: UHRF1 methylated DNA binding inhibitors, primary screen, counter-screen for MBD2 inhibitor project, biochemical, TR-FRET, human UHRF1, single concentration. inhibition, % at 4.4 µM. UHRF1 binding to methylated oligo. 370,000 tested, 0.75% active. AID 687016, 2013; in the data active means inhibition above about 21%;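 further: UHRF1 SRA domain binding a hemimethylated CpG hairpin DNA probe; 0% = median of test compound wells and 100% = reference inhibitor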
SIAE primary: human SIAE inhibitors, primary screen, biochemical, fluorescence polarization, FP-Rh probe, 1536-well HTS. SIAE FP-Rh probe binding. inhibition, % at 9.66 µM. 370,000 tested, 0.69% active. AID 1053197, 2014;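 active means inhibition above a cutoff: mean of compounds within the control limits plus 3 SD of those, cut at about 17% in these data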;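 further: 0% = plate median of compound wells and 100% = probe without SIAE protein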
Target sequence (Q9HAT2 whole entry, looked up): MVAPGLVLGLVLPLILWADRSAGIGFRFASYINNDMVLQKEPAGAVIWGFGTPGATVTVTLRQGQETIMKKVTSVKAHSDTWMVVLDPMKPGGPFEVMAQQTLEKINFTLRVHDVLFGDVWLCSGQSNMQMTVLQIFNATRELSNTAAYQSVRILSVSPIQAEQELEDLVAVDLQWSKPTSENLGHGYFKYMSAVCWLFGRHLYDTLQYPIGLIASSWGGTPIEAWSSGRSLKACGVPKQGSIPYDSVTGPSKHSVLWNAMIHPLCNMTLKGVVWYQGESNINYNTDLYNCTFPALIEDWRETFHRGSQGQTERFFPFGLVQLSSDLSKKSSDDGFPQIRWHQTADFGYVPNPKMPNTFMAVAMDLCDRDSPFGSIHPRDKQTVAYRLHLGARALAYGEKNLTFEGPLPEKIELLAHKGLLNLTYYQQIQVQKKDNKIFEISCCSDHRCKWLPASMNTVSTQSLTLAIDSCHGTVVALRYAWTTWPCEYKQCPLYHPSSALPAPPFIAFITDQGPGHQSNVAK
rCAG binder: binders of r(CAG) RNA repeats, primary screen, biochemical, fluorescence | r(CAG) RNA repeat, TO-PRO-1 dye displacement fluorescence | inhibition, % at 3 µM | 370,000 tested, 1.3% active | AID 651821, 2012;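 active means inhibition above the plate cutoff, the mean of all test compounds on that plate plus 3 SD, cut at about 35% in these data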;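 further: 0% = DMSO alone and 100% = 100 µM mitoxantrone as full dye displacement; higher means more dye released from RNA so lower well fluorescence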
MBD2 inh: inhibitors of MBD2 binding to methylated DNA, primary screen, biochemical, TR-FRET, DNA-binding domain, human; inhibition, % at 4.4 µM; Methyl-CpG-binding domain protein 2 (Homo sapiens), Q9UBB5; MBD2 binding to methylated oligonucleotide; 370,000 tested, 0.31% active; in the data active means inhibition above about 13%
The depositor's hits bear a star; . = no result given.

SMILES	PRMT1 FP inh	GC-A act	HTRA1 inhibitor	mABHD4 FP	GC-B act	TCR CD3 inh	UHRF1 MBD2 ctr	SIAE primary	rCAG binder	MBD2 inh
CC(C)(C)NC(=O)Nc1nnc(SCC(=O)NC2CCCCC2)s1	-3	0	-4	10	1	-1	0	-3	-2	2
COC(=O)[C@@H]1[C@@H](C)OC(=O)N[C@H]1c1ccccc1	1	3	1	1	3	4	-1	-3	-1	1
CC(C)(C)S(=O)N1Cc2cc(=O)n(Cc3ccccc3)c(CCO)c2[C@H]1CCO (stereo not given in full)	10	2	18	6	0	-7	-1	3	6	0
C/C(N)=C(/C#N)C(=O)COC(=O)C1CSC2(c3ccc(F)cc3)CCC(=O)N12 (stereo not given)	-2	-2	-5	4	-9	7	1	-4	-5	4
Cc1cccc(-c2nnc(SCC#N)n2-c2ccccc2)c1	-1	-9	3	4	-6	-3	-2	7	-3	1
O=c1[nH]c(CN2CCN(c3ccc(F)cc3)CC2)nc2ccccc12	0	2	0	0	-4	8	2	-1	-3	0
Cc1cc(C)c(C(=O)Nc2ccc(S(=O)(=O)Nc3ccccn3)cc2)c(C)c1	0	7	4	2	9	-2	-2	6	4	-7
O=C(O)Cn1c(-c2ccccc2)nc2ccccc21	1	0	4	2	4	2	0	1	2	-2
c1ccc2c(c1)ccc1nnc(SCc3ccc4c(c3)OCCO4)n12	4	1	-5	-3	1	-2	-1	0	1	-1
Fc1ccc(/C=N/NC(=S)Nc2ccc(Cl)cc2)cc1F	-1	4	-7	-1	-2	-1	-2	3	1	-5
OCCC1CN(Cc2cccc(O)c2)CCN1CCc1ccccc1 (stereo not given)	-2	2	-5	3	-3	-4	0	15	-5	4
O=C(N/N=C/c1cccc(OC(=O)c2cccc(Br)c2)c1)c1ccncc1	4	-3	-26	-44	8	3	-4	-32	1	-4
CON(C)c1nc(OCCNC(=O)COc2ccc(Cl)cc2C)nc(N(C)C)n1	-4	-25	0	1	-24	7	0	7	-5	4
CC(C)(C)n1nnnc1CN1C2CCC1CC(NC(=O)Nc1ccccc1)C2 (stereo not given)	-3	2	-35	0	0	-5	-3	6	-5	0
CC(=O)NC(CCS(C)(=O)=O)C(=O)Nc1cccc(Cl)c1Cl (stereo not given)	1	1	-1	2	0	-1	-3	2	2	-2
COc1ccc(NC(=O)C(Cc2ccccc2)n2cccc2)c(OC)c1 (stereo not given)	-3	0	-9	0	-4	-2	5	5	-3	2
CC1CCc2ccccc2N1CC(=O)Nc1cccc(S(=O)(=O)N2CCCC2)c1 (stereo not given)	2	2	-4	2	-1	-6	2	6	6	2
CCOc1ncccc1C(=O)OCC(=O)NC1CCCCC1	3	2	-7	1	-1	-2	0	1	-2	2
CC1=C(C)SC(=C(C#N)c2nnc(N3CCOCC3)n2-c2ccccc2)S1	4	-5	.	2	-8	-1	20	-3	-2	4
Cc1noc(C)c1C(=O)Nc1sc2c(c1C(N)=O)CCC2	3	-4	-4	1	-1	-1	7	-3	1	-2
COC(=O)[C@]12C[C@H](CC(=O)NCc3cccs3)C(=O)N(Cc3cccc4ccccc34)C1=C[C@H](C1CCCC1)O[C@@H]2C	-1	-7	.	-14	-10	.	-2	-2	10	-2
Cc1ccc(NCc2ccc(Cl)nc2)c(NCc2ccc(Cl)nc2)c1	6	11	0	-2	11	-2	3	-2	1	-2
CCOC(=O)NC(Nc1nnc(C)s1)(C(=O)OCC)C(F)(F)F (stereo not given)	1	-4	-2	3	-9	-2	8	1	1	1
Cc1ccc(/C=N/NC(=O)c2nnn(-c3nonc3N)c2C(C)C)s1	4	3	7	7	2	2	-2	0	1	1
O=C(CS(=O)(=O)c1cn(Cc2ccc(F)cc2)c2ccccc12)N1CCOCC1	-2	0	-1	1	2	0	-1	-10	2	0

(further entries)
SMILES	PRMT1 FP inh	GC-A act	HTRA1 inhibitor	mABHD4 FP	GC-B act	TCR CD3 inh	UHRF1 MBD2 ctr	SIAE primary	rCAG binder	MBD2 inh
N#Cc1cncc(C#Cc2ccccc2)c1	1	-1	-7	3	-4	2	1	-3	1	5
O=C(O)c1c(NC(=O)c2cccc3ccccc23)sc2c1CCC2	-3	-4	-4	5	-4	1	-1	-3	13	-5
Nn1c(SCC(=O)NCCC2=CCCCC2)nnc1C1CCCCC1	4	-3	3	-13	3	-2	6	-3	-6	9
C/C(=N\NC(=O)C1CC1(C)c1ccccc1)c1ccco1 (stereo not given)	1	1	1	-10	7	2	-2	8	-2	-4
O=C(O)Cn1nnnc1SCC(=O)Nc1ccc(OC(F)(F)F)cc1	4	-3	-1	2	3	-6	1	-1	3	5
Cn1c(=O)n(C)c2cc(NC(=O)c3cc4ccccc4o3)ccc21	0	3	-6	0	2	0	0	1	0	-2
Cc1nn(C)c(C)c1NC(=O)COc1ccc(Cl)cc1Br	1	2	4	-3	0	4	0	-2	-1	-1
O=C(O)C1CCc2nc(NCc3ccccc3)nc(NCc3ccccc3)c2C1 (stereo not given)	2	-1	1	1	1	-2	0	1	2	-3
O=C(Nc1ccc(F)c(Cl)c1)C1CCN(c2ncnc3c2nc2n3CCCCC2)CC1	3	-1	7	-6	-4	1	-3	0	3	-6
CCOc1ccc(CCNC(=O)c2cccc(C#N)c2)cc1OCC	-3	1	-1	-2	-1	-3	-2	6	-6	-2
CCN(CC)S(=O)(=O)c1cccc(C(=O)Nc2sc3c(c2C(N)=O)CCCC3)c1	-2	4	-4	3	-1	2	1	2	1	-1
O=[N+]([O-])c1ccc(Nc2ccccc2)c2nonc12	1	-1	4	-6	2	-8	-28	-4	5	-24
O=C(N/N=C/c1c[nH]c2ccccc12)C1CC(=O)N(c2ccccc2)C1 (stereo not given)	4	5	-2	-4	-10	-3	3	6	1	0
CCn1c(SCC(=O)NC2CC2)nnc1-c1cccs1	-1	2	2	-4	4	3	-2	2	1	-2
CC(Oc1ccc(C#N)cc1)C(=O)NC1CCCC1 (stereo not given)	2	2	6	2	6	1	-2	2	2	-8
COc1ccc2[nH]c(=O)c(C(=O)O)cc2c1	2	1	1	3	-2	-3	2	-1	1	0
O=C(CN(Cc1ccccc1)S(=O)(=O)c1ccc(F)cc1)NCc1ccccn1	-1	-2	5	-8	-1	6	-2	2	-1	-8
CC(C)=CC(=O)Nc1ccc2c(c1)OCO2	5	3	4	-12	-3	1	0	5	0	1
COc1cc(C(=O)OCC(=O)Nc2cc(-c3cc(C)c(C)cc3C)nn2-c2ccccc2)cc(OC)c1OC	0	4	3	7	8	-3	13	-7	0	5
Cc1ccsc1C(=O)N[C@@H](C)c1nnc2ccccn12	1	0	-2	2	2	2	-1	5	-1	-7
CC(/C=N/NC(=O)c1cc(-c2cccs2)[nH]n1)=C\c1ccccc1	1	-2	-32	-11	4	4	-1	-19	11	1
COCCOC(=O)c1sc2nc[nH]c(=O)c2c1C	-1	0	9	-1	1	5	-3	-6	0	2
COC(=O)c1ccccc1NC(=O)CCS(=O)(=O)c1cc2c(cc1C)NC(=O)CO2	8	-2	-1	-5	-1	-5	7	-1	6	9
COc1ccc(-c2noc(CCc3ccccc3)n2)cc1	-1	-2	-6	-5	2	-1	-4	2	-7	1
Cc1ccc(C(=O)COC(=O)C2CC3CCCC(C2)C3=O)cc1[N+](=O)[O-] (stereo not given)	0	2	-7	42*	5	-2	-1	-1	8	1

Individual results from above:
For rCAG binder, `COc1ccc2[nH]c(=O)c(C(=O)O)cc2c1` is entered as 1
For PRMT1 FP inh, `O=C(O)Cn1nnnc1SCC(=O)Nc1ccc(OC(F)(F)F)cc1` is entered as 4

Remaining list, next part
SMILES	PRMT1 FP inh	GC-A act	HTRA1 inhibitor	mABHD4 FP	GC-B act	TCR CD3 inh	UHRF1 MBD2 ctr	SIAE primary	rCAG binder	MBD2 inh
CC1CCCC(C)N1S(=O)(=O)c1ccc(NC(=O)CCN2C(=O)C3CC=CCC3C2=O)cc1 (stereo not given)	0	1	-7	-5	0	4	-1	-6	0	-6
Cc1c(CCC(=O)NCCCN2CCCC2=O)c(=O)oc2cc(O)ccc12	0	8	4	3	-4	8	0	-4	-2	-1
COCCn1c(=O)[nH]c2cc(C(=O)N3CCN(c4ccccc4OC)CC3)ccc2c1=O	-1	-5	0	10	-2	5	4	-9	-3	4
Cc1cc(C)nc(SCC(=O)Nc2nccs2)n1	-4	3	12	2	4	0	-3	-9	3	2
COc1ccc(C(=O)/C=C/N(C)C)cc1	2	-3	-6	-14	5	-5	0	0	5	-6
CN1C(=O)C2(C(C#N)=C(N)N(c3cc(Cl)cc(Cl)c3)C3=C2C(=O)CC(C)(C)C3)c2ccccc21 (stereo not given)	1	-13	7	0	-10	-3	-1	1	-8	-3
C=CCNC(=O)CN1CCC(NC(=O)c2ccco2)CC1	-2	1	-5	-5	3	-4	0	1	0	1
Cc1ccc(C(=O)C(C)OC(=O)c2n[nH]c(=O)c3ccccc23)cc1 (stereo not given)	2	4	2	3	4	1	-1	-2	-4	5
CCOc1ccc(C(C)=O)cc1CSc1nnc(N)s1	1	-1	-13	2	0	-5	1	11	-1	-5
Cn1cnnc1SCC(=O)c1ccc(O)c(O)c1	8	-5	2	1	3	1	3	5	-1	3
COC(=O)N/N=C/c1cn(CCOc2ccccc2OC)c2ccccc12	-6	-9	4	-12	0	-6	1	8	5	-4
Cc1ccc(C(NC(=O)C2CCN(CCCOc3ccccc3)CC2)c2ccccn2)cc1 (stereo not given)	-6	0	.	6	0	8	-2	-2	-1	-5
O=S(=O)(c1ccc2c(c1)OCCO2)N1CCC(O)(c2ccc(Cl)cc2)CC1	0	3	-21	-13	0	-4	0	-4	6	2
O=C(CCN1C(=O)C2CCCCC2C1=O)Nc1nc2ccc(F)cc2s1 (stereo not given)	1	17	5	3	-2	8	0	2	6	3
Cc1ccc2oc(NC(=O)N3CCOCC3)cc(=O)c2c1	-2	4	-9	2	3	8	-1	1	0	-1
O=C1CCN(CCc2ccccc2)CCN1[C@H](COc1ccccc1)Cc1ccccc1	-3	1	-25	-3	1	-3	1	3	-6	1
Cc1ccc(S(=O)(=O)c2nc(-c3cccs3)oc2NCc2cccnc2)cc1	1	9	-7	2	2	0	0	-7	-7	-2
CCOC(=O)N1CCN(c2cc(=O)n(-c3cccc(Br)c3)c(=O)[nH]2)CC1	6	4	3	5	3	-3	0	2	1	5
CCCc1cc(C(=O)OCC(=O)N2CCN(c3ccc(OC)cc3)CC2)sc1C	4	-2	-7	6	1	0	-2	-2	3	4
CCn1ncc(C2C(C(=O)Nc3ccc(C)cn3)=C(C)NC3=C2C(=O)CCC3)c1C (stereo not given)	2	5	4	8	4	-12	3	-2	-3	2

Reformatted: 2 of the compounds above.
| smiles | PRMT1 FP inh | GC-A act | HTRA1 inhibitor | mABHD4 FP | GC-B act | TCR CD3 inh | UHRF1 MBD2 ctr | SIAE primary | rCAG binder | MBD2 inh |
| --- | --- | --- | --- | --- | --- | --- | --- | --- | --- | --- |
| CCOc1ncccc1C(=O)OCC(=O)NC1CCCCC1 | 3 | 2 | -7 | 1 | -1 | -2 | 0 | 1 | -2 | 2 |
| CC1=C(C)SC(=C(C#N)c2nnc(N3CCOCC3)n2-c2ccccc2)S1 | 4 | -5 | . | 2 | -8 | -1 | 20 | -3 | -2 | 4 |

Only part of the results is shown; rates above refer to the full screens.
